CHO-K1 Ca PAM: counter-screen for M1 PAMs: effect in parental CHO-K1 cells | ATP EC20, Fluo-8 calcium fluorescence; 0% at ATP EC20, 100% at ATP max | activation, % at 3 µM | hit rate 0.02% among 360,000 | AID 602247;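 active = activation above the run cutoff, the mean activation of all test compounds plus 3 SD, cut at about 40% in these data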;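 also: peak over basal fluorescence ratio in a 140 s read after ATP addition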
CHO-K1 Ca antag: counter-screen for M1 antagonists: effect in parental CHO-K1 cells. ATP-induced calcium, Fluo-8 fluorescence. inhibition, % at 3 µM. hit rate 0.6% among 360,000. AID 602250;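 active = inhibition above a per-plate cutoff, the plate's mean sample inhibition plus 3 SD, cut at about 24% in these data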;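 also: 0% = DMSO plus EC80 ATP and 100% = DMSO alone without ATP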
M1 PAM: human CHRM1 positive allosteric modulation; AID 588819; P11229; CHO-K1 hM1, Fluo-8 calcium fluorescence, ACh EC20; 0% = ACh EC20, 100% = maximal ACh; hit rate 0.088% among 360,000; activation, % at 3 µM; in the data active = activation above about 19%, passing the limit was not always enough
Target sequence (P11229 whole entry, looked up): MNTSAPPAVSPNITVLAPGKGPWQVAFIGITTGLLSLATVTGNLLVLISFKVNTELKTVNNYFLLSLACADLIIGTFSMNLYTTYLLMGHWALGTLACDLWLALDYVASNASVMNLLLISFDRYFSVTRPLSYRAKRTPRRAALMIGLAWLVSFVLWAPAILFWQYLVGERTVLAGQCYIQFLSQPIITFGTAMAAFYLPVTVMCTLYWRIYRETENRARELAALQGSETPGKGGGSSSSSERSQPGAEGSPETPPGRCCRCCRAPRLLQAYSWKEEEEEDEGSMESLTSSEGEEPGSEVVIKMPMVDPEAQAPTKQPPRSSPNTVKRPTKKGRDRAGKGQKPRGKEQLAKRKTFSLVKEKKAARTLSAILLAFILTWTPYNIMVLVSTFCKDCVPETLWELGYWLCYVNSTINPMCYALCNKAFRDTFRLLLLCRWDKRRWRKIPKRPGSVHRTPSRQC
CHRM1 agonist: activates human CHRM1 receptor; hit rate 0.33% among 360,000; P11229; CHO-K1 hM1, Fluo-8 calcium fluorescence, agonist mode; 0% DMSO, 100% acetylcholine EC100; activation, % at 3 µM; AID 588814;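 active = activation above the run's mean compound activation plus 3 SD, cut at about 16% in these data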;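 also: peak over basal fluorescence ratio within a 140 s kinetic read after compound addition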
TAAR1 agonist: human TAAR1 agonism; AID 624467; CHO RD-HGA16 TAAR1, Fluo-8 calcium fluorescence; vehicle wells 0%, saturating PEA agonist 100%; activation, % at 3 µM; hit rate 0.99% among 360,000;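 active = activation above the mean activation of all test compounds in the run plus 3 SD, cut at about 38% in these data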
Target sequence (Q96RJ0 whole entry, looked up): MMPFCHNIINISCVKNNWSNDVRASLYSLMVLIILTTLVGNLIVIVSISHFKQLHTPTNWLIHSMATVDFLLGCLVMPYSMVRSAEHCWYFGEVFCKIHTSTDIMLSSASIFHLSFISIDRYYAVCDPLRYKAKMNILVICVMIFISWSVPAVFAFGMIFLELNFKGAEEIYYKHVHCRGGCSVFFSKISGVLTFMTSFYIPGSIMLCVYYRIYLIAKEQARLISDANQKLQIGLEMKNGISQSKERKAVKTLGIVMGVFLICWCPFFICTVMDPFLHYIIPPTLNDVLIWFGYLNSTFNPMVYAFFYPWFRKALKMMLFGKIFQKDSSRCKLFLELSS
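Test system: RD-HGA16 (CHO) cells co-expressing Gα16 and hTAAR1 / Benchmarks: DMSO vehicle as 0%, PEA at EC100 as 100% / Repeats: no replicates (n 1) / Measure: % activation from peak over basal fluorescence ratio, DMSO-to-PEA scaled / Timing: 17-24 h plating, Fluo-8 75 min 37 °C, 30 min RT / Technique: kinetic Fluo-8 calcium fluorescence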
M1 ag parental: nonselective activator or artifact in parental CHO-K1 cells; Fluo-8 calcium fluorescence; scaled to maximal ATP response, vehicle zero; activation, % at 3 µM; hit rate 0.48% among 360,000; in the data active = activation above about 15%;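 also: untransfected CHO-K1 host cells lacking M1 receptor as counterscreen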
TAAR1 antagonist: antagonists of human TAAR1; Q96RJ0; CHO RD-HGA16 TAAR1, Fluo-8 calcium fluorescence, antagonist; inhibition, % at 3 µM; hit rate 1.5% among 360,000; AID 624466;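 active = inhibition above a per-plate cutoff, the mean inhibition of test compounds on that plate plus 3 SD, cut at about 49% in these data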;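 also: 0% = DMSO plus EC80 beta-PEA response and 100% = DMSO alone without agonist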
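Material: RD-HGA16 CHO cells with stable hTAAR1 and Gα16; Dosing: single nominal final test compound concentration of 3 µM; Schedule: seeding 17-24 h prior, 75-min 37 °C, 30-min RT dye loading; Detection: kinetic Fluo-8 calcium fluorescence measurement; Measure: % inhibition from peak post-agonist over basal fluorescence ratio; Benchmarks: vehicle and agonist controls.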
CHO parental Ca: signal in parental CHO cells, OX1R antagonist counter-screen. parental CHO-K1, ATP-induced calcium, Fluo-8 fluorescence. inhibition, % at 5.6 µM. hit rate 0.63% among 330,000. AID 463079;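 active = inhibition above that plate's mean sample inhibition plus 3 SD, cut at about 26% in these data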;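 also: 0% = ATP-challenged DMSO wells and 100% = DMSO wells without ATP; some compounds past the cut are filed as inactive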
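Material – parental CHO cells · Reagent – ATP stimulus · Compound – single nominal dose of 5.6 µM per compound · Detection – Fluo-8 fluorescence · Read-out basis – percent inhibition of calcium signal · Controls – ATP-challenged DMSO wells low, unchallenged DMSO wells high · Repeats – no replicates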
CHRM1 antagonist: blocks human M1 muscarinic receptor; P11229; CHO-K1 hM1, Fluo-8 calcium fluorescence, ACh EC80 antagonist; inhibition, % at 3 µM; hit rate 1.3% among 360,000;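 active = percent inhibition above its own plate's cutoff, namely the mean of that plate's compound wells plus 3 SD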;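 also: peak over basal fluorescence ratio during 140 s after agonist addition; 0% = ACh EC80 plus DMSO and 100% = DMSO alone without agonist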
* = called active by the depositor; · = no result given.

(1) Cc1noc(C)c1S(=O)(=O)N1CCCC(C(=O)NCc2ccccc2Cl)C1 (stereo not given)
(2) O=C(N/N=C/c1ccccn1)c1ccco1
(3) Cc1cc(C)c(CN2CCN(CCCn3cnc(C(=O)Nc4ccc(C)c(C)c4)n3)CC2)c(C)c1
(4) c1c(C2CCCCC2)n[nH]c1CN1CCCCC1
(5) CN(CCOc1ccc(Cl)cc1)C(=O)c1cccc(S(=O)(=O)N2CCN(c3ccccc3)CC2)c1
(6) O=C(CCc1nc2ccccc2s1)NCc1ccccc1F

assay / entry	1	2	3	4	5	6
CHO-K1 Ca PAM	13	14	18	-7	1	23
CHO-K1 Ca antag	-10	-18	-3	-14	2	-13
M1 PAM	6	8	-4	-4	-9	6
CHRM1 agonist	-2	-3	-2	-3	1	-3
TAAR1 agonist	0	7	16	3	4	9
M1 ag parental	1.6	0.4	1.8	2.5	11	1.6
TAAR1 antagonist	-24	-18	19	-12	20	18
CHO parental Ca	-14	-2	·	-10	·	-17
CHRM1 antagonist	-6	-9	9	7	23	-1

(7) CN1CCN(C(=O)CN(c2cccc(Cl)c2)S(=O)(=O)c2ccccc2)CC1
(8) COc1c(C(=O)Nc2ccc3[nH]c(=O)[nH]c3c2)cc2ccccc2c1Br
(9) CCOc1ccccc1C(=O)NC1CC2CCCC(C1)N2Cc1ccc(C)cc1 (stereo not given)
(10) COC(=O)CSc1nnc(-c2ccoc2C)n1-c1ccc(OC)cc1
(11) COc1ccc(N(CC(=O)NCCSc2ccccn2)S(=O)(=O)c2ccccc2)c(OC)c1
(12) O=C(NCc1ccccc1)c1cc(=O)c2ccccc2o1

assay / entry	7	8	9	10	11	12
CHO-K1 Ca PAM	14	7	1	17	3	23
CHO-K1 Ca antag	-7	15	-4	-7	-1	-11
M1 PAM	-9	6	-24	5	-9	21
CHRM1 agonist	-5	-4	-9	-3	-7	-2
TAAR1 agonist	3	6	1	15	18	1
M1 ag parental	0.1	-0.8	-0.3	0.2	7.4	3.1
TAAR1 antagonist	12	7	-25	-3	50*	0
CHO parental Ca	-10	-9	-14	-15	-27	-6
CHRM1 antagonist	28*	1	43*	-3	12	3

(13) CN1CCN(C2=NC(=O)/C(=C/c3cn[nH]c3-c3ccccc3)S2)CC1
(14) CC(C)(C)c1nnc2sc(SCC(=O)N3CCc4ccccc43)nn2c1=O
(15) CCC(c1nnc(SCC(=O)Nc2ccc(C(=O)Nc3ccccc3OC)cc2)o1)N(C)C (stereo not given)
(16) Cc1ccc2cc(C=O)c(N(C)C)nc2c1
(17) NC(=O)NC(=O)CSc1nc2cc([N+](=O)[O-])ccc2n1-c1cccc(C(F)(F)F)c1
(18) Cc1cc(C)n(S(=O)(=O)c2ccc3oc(=O)ccc3c2)n1

assay / entry	13	14	15	16	17	18
CHO-K1 Ca PAM	2	-8	13	-2	2	-20
CHO-K1 Ca antag	-4	-4	-7	2	-9	5
M1 PAM	-9	8	7	4	3	18
CHRM1 agonist	0	-2	-4	0	0	0
TAAR1 agonist	5	-1	3	2	1	1
M1 ag parental	1.0	0.6	-0.3	0.2	1.8	-0.2
TAAR1 antagonist	3	-13	8	6	-3	1
CHO parental Ca	-10	-6	-6	-6	-5	-4
CHRM1 antagonist	20	-8	-7	-6	-6	-5

(19) CCc1ccc(-n2c(O)c(C=NCCN(CC)CC)c(=O)[nH]c2=O)cc1
(20) CC(=O)Nc1cccc2c1C(=O)N(c1ccc(C)cc1)C2=O
(21) COCOc1cccc(CN2CCC2(C)C(=O)Nc2ccc(C)cc2)c1 (stereo not given)
(22) Cc1ccc(NC(=O)c2ccc(=O)[nH]c2)cc1S(=O)(=O)N1CCCCCC1
(23) Clc1nc(CN2CCCCC2)nc2sc3c(c12)CCCC3
(24) CN(C)S(=O)(=O)c1ccc(S(=O)(=O)N2CCCC(C(=O)NC3CC3)C2)cc1 (stereo not given)

assay / entry	19	20	21	22	23	24
CHO-K1 Ca PAM	2	-6	9	6	-6	-9
CHO-K1 Ca antag	-8	-2	-2	-9	0	-5
M1 PAM	0	4	6	17	0	-2
CHRM1 agonist	-1	0	-5	-3	-7	-6
TAAR1 agonist	18	5	-3	1	0	1
M1 ag parental	1.6	-0.1	0.3	0.1	0.7	0.8
TAAR1 antagonist	13	4	-37	-9	0	-7
CHO parental Ca	·	-4	·	-7	-15	2
CHRM1 antagonist	-5	-6	-8	-27	2	5

Profiles, looked up by structure. Order of values: CHO-K1 Ca PAM, CHO-K1 Ca antag, M1 PAM, CHRM1 agonist, TAAR1 agonist, M1 ag parental, TAAR1 antagonist, CHO parental Ca, CHRM1 antagonist
Clc1nc(CN2CCCCC2)nc2sc3c(c12)CCCC3 across the screens: -6, 0, 0, -7, 0, 0.7, 0, -15, 2
O=C(CCc1nc2ccccc2s1)NCc1ccccc1F across the screens: 23, -13, 6, -3, 9, 1.6, 18, -17, -1
NC(=O)NC(=O)CSc1nc2cc([N+](=O)[O-])ccc2n1-c1cccc(C(F)(F)F)c1 across the screens: 2, -9, 3, 0, 1, 1.8, -3, -5, -6
COc1c(C(=O)Nc2ccc3[nH]c(=O)[nH]c3c2)cc2ccccc2c1Br across the screens: 7, 15, 6, -4, 6, -0.8, 7, -9, 1

Following part
(25) CC(=O)N(C)c1nc(N)n(-c2ccccc2)n1
(26) CN1CCN(C(=O)/C(=C/c2ccc(N(C)C)cc2)NC(=O)c2ccccc2)CC1
(27) CC(=O)N(Cc1ccccc1)C1CC(=O)N(Cc2ccccc2)C1=O (stereo not given)
(28) CN[C@@H](C)C(=O)NC[C@H]1O[C@@H](n2cnc3c(=O)[nH]c(N)nc32)[C@H](O)[C@@H]1O
(29) COc1cc(NC(=O)C2CCN(S(=O)(=O)c3cccs3)CC2)cc(OC)c1
(30) CC(NC(=S)Nc1c(Cl)cccc1OC(F)F)C(C)(C)C (stereo not given)

assay / entry	25	26	27	28	29	30
CHO-K1 Ca PAM	-7	21	6	-5	-1	22
CHO-K1 Ca antag	-1	-12	-13	3	-8	-14
M1 PAM	9	3	4	-5	11	0
CHRM1 agonist	-5	-4	-1	-2	-3	-7
TAAR1 agonist	5	4	2	3	3	7
M1 ag parental	-0.4	1.9	0.8	0.9	2.8	6.4
TAAR1 antagonist	9	-25	18	-4	-3	-5
CHO parental Ca	0	12	·	·	-2	-11
CHRM1 antagonist	-7	-5	-16	-9	-15	0

(31) COc1cccc(CC(=O)OCC(=O)NCCc2ccc(F)cc2)c1
(32) CCCCSc1nnc(NC(=O)CCc2ccccc2)s1
(33) C=CCC1(C#N)C(SC)=NC2=C(C(=O)CC(C)(C)C2)C1c1ccc(Br)cc1 (stereo not given)
(34) C=CCNCCCCOc1ccccc1-c1ccccc1
(35) Cc1ccccc1-c1cc(C(=O)NCC2CC2)nn1CC1CC(c2cccc([N+](=O)[O-])c2)=NO1 (stereo not given)
(36) COc1ccc(Nc2ccc(N3C(=O)CCCC3=O)cc2[N+](=O)[O-])c(OC)c1

assay / entry	31	32	33	34	35	36
CHO-K1 Ca PAM	-1	16	12	21	17	13
CHO-K1 Ca antag	-23	-7	-8	-7	-20	4
M1 PAM	5	6	-1	-14	-4	7
CHRM1 agonist	-1	-1	-7	-11	-8	-7
TAAR1 agonist	-1	18	2	-1	1	1
M1 ag parental	0.3	0.4	-0.3	3.6	-0.1	1.1
TAAR1 antagonist	-16	8	-22	17	8	-12
CHO parental Ca	-18	-12	-16	-19	-14	-8
CHRM1 antagonist	-5	-38	-13	14	-1	-2

(37) COc1cccc(/C=N/NC(=O)c2c(-c3ccccc3)noc2C)c1OC
(38) Cc1cc(NC(=O)C(C)SCC(=O)Nc2ccccc2N2CCCC2)no1 (stereo not given)
(39) Cc1ccc(NS(=O)(=O)c2ccc(C(C)C)cc2)cc1S(=O)(=O)N1CCOCC1
(40) Cc1cccc(C(=O)Nc2ccccc2C(=O)NCc2cccnc2)c1
(41) O=C(NCc1ccccc1)c1cccc(COc2ccc3c(c2)CCC3)c1
(42) Cc1ccc(N/C=C/C(=O)c2ccc(C)cc2)cc1

assay / entry	37	38	39	40	41	42
CHO-K1 Ca PAM	7	-10	6	22	19	3
CHO-K1 Ca antag	-9	-9	-14	-10	-5	-1
M1 PAM	12	1	0	5	-5	1
CHRM1 agonist	-1	-3	2	-4	-7	-2
TAAR1 agonist	6	2	17	9	2	5
M1 ag parental	2.7	0.7	5.7	2.0	1.3	-0.2
TAAR1 antagonist	-16	0	14	9	29	6
CHO parental Ca	-21	-18	-1	-13	-24	-15
CHRM1 antagonist	-17	-5	0	-2	8	-35

(43) S=C(NCc1ccc2[nH]c3c(c2c1)CCCC3)Nc1ccccc1
(44) Cc1cc(NS(=O)(=O)c2ccc(NC(=O)C(CC(C)C)N3C(=O)c4ccccc4C3=O)cc2)nc(C)n1 (stereo not given)
(45) CC[n+]1c(/C=C(\C)SC)sc2ccccc21
(46) Cc1ccccc1OCC(=O)O/N=C(\N)Cc1ccc(Cl)cc1
(47) COCn1c(COc2ccc3ccccc3c2)nc2ccccc21
(48) CN1c2ccccc2N(C)C1c1c(O)ccc2ccccc12

assay / entry	43	44	45	46	47	48
CHO-K1 Ca PAM	14	-8	9	15	7	15
CHO-K1 Ca antag	2	14	-8	3	-4	-12
M1 PAM	-4	2	-8	5	1	-2
CHRM1 agonist	-3	-6	-8	-5	0	-9
TAAR1 agonist	2	1	-1	6	3	2
M1 ag parental	2.9	-0.1	0.1	1.0	4.0	0.4
TAAR1 antagonist	12	9	-17	5	38	6
CHO parental Ca	10	-4	-14	-28	-18	-16
CHRM1 antagonist	1	-2	10	-3	-22	-2

(49) O=C(Cc1ccc([N+](=O)[O-])cc1)Nc1cccc(C(F)(F)F)c1
(50) CCOC(=O)C1CCN(C(=O)COC(=O)C2CCN(S(=O)(=O)c3ccc(C)c(C)c3)CC2)CC1
(51) COc1ccc(NC(=O)c2cc([N+](=O)[O-])nn2Cc2ccccc2)c(C)c1
(52) CCc1nc2c3cnn(-c4cc(Cl)ccc4C)c3ncn2n1
(53) CNC1(C(N)=O)CCNCC1
(54) O=C(N[C@@H](CCC/[N+]([O-])=C/c1ccccc1)C(=O)O)OCc1ccccc1
(55) Cc1ccc(S(=O)(=O)N2CCOCC2)cc1NC(=O)COC(=O)c1ccc(Cl)s1
(56) COc1ccccc1NC1=C(C)C(=O)CC1

assay / entry	49	50	51	52	53	54	55	56
CHO-K1 Ca PAM	-4	5	-8	11	22	26	28	27
CHO-K1 Ca antag	7	8	8	6	-15	-12	-9	-21
M1 PAM	-12	-1	-5	7	12	12	8	6
CHRM1 agonist	-4	-2	-6	-2	3	-1	-1	-5
TAAR1 agonist	11	0	8	-4	0	8	0	0
M1 ag parental	7.2	-0.1	-0.1	0.1	1.2	6.9	5.8	0.7
TAAR1 antagonist	18	-4	11	-6	-7	-18	4	-12
CHO parental Ca	28*	-4	-31	-10	11	8	-4	-4
CHRM1 antagonist	4	13	5	-1	-15	-9	-14	-15

Compound activity deposited in PubChem by The Scripps Research Institute Molecular Screening Center.
